IEC-6 tox: counter-screen for KLF5 inhibitors: cytotoxicity in IEC-6 cells; inhibition, % at 5 µM; IEC-6 cytotoxicity, luminescence viability; hit rate 0.78% among 290,000; in the data active means inhibition above about 22%;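 further: 0% = plate median of test compound wells and 100% = cytotoxic reference compound wells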
HIF activator: HIF pathway transcriptional activation | U2OS HRE-luciferase reporter, luminescence; normalized: DMSO 0%, desferrioxamine 100% | activation, % at 7.5 µM (by protocol) | hit rate 0.32% among 300,000 | AID 1910;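 active means mean activation of at least 10% of the iron chelator positive control signal, with at least half of replicates also reaching 10%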
AI-2 QS mod: modulates the Vibrio harveyi AI-2 quorum sensing system; Vibrio harveyi JMH597 AI-2 luminescence/OD600 ratio, 9 h; hits give low values; strain lacks LuxN and CqsS sensors; 0 = neutral-control median; hit rate 0.4% among 300,000; activity change, % at 7.5 µM; AID 2094; in the data active means activity change below about -75%, passing the limit was not always enough;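 further: luminescence divided by OD600 gain over 9 h not by final OD600 alone; inactives centre near 13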
GSK3A inh: blocks human GSK-3 alpha kinase; inhibition, % at 10 µM; ADP-Glo luminescence, 60 min; hit rate 0.1% among 320,000; P49840;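 in the data active means inhibition above about 50%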;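 further: GST-tagged GSK-3 alpha with peptide substrate and 25 µM ATP; 0% = DMSO neutral wells and 100% = GW8510 positive control wells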
Target sequence (P49840 whole entry, looked up): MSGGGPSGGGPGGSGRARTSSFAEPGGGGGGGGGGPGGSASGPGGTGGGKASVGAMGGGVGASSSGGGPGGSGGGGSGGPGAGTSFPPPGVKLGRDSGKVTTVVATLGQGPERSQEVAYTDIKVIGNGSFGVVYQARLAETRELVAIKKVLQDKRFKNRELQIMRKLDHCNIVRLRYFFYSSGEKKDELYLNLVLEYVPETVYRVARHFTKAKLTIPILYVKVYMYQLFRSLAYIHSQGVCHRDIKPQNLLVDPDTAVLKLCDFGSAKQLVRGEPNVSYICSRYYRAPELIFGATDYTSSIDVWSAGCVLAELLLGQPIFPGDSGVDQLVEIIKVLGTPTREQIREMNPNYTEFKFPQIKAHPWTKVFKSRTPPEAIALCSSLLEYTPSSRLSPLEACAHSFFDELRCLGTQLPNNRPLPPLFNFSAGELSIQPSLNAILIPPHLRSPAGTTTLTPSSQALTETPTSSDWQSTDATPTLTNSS
HSP90 inh: HSP90 refolding inhibition in rabbit reticulocyte lysate | luciferase refolding luminescence, 3 h | inhibition, % at 5.6 µM | hit rate 0.91% among 290,000 | AID 1789;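 active means inhibition above the screen-wide mean plus 3 SD, computed separately per campaign, cut at about 16% in these data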;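 further: 0% = DMSO wells and 100% = 60 µM geldanamycin wells; inhibitors lower the luminescence because luciferase stays unfolded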
GSK3beta inhib: human GSK3beta kinase inhibition; GST-GSK3beta kinase, ADP-Glo luminescence, 60 min; hits give low values; activity score (negative = inhibition), % at 10 µM; hit rate 0.038% among 300,000;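 active means more than half of replicate wells score below -50%, meaning over 50% inhibition versus plate controls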;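 further: 0% = median DMSO wells and -100% = median GW8510 positive control wells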
Target sequence (P49841 whole entry, looked up): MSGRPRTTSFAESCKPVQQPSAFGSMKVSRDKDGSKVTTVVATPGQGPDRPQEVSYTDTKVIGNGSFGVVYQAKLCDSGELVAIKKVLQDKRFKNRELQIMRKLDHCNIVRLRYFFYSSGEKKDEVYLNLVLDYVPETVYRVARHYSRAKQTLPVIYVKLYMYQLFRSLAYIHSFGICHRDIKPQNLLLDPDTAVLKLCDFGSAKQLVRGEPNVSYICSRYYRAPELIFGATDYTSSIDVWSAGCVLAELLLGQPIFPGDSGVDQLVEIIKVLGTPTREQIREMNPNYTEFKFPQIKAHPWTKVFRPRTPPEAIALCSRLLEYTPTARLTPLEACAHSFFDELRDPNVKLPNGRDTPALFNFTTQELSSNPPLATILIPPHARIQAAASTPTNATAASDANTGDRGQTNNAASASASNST
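Test system: GST-fused GSK3beta enzyme, cell-free | Quantity: 1.6 ng GST-GSK3beta enzyme per well | Reagent: 25 µM ATP with peptide substrate | Schedule: 60 min enzyme reaction, room temperature | Signal: Luminescent ADP-Glo measurement of ADP formed | Read-out basis: Score relative to plate controls | Control set: DMSO and 20 µM GW8510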
KLF5 inh: suppresses KLF5 promoter-driven expression; hit rate 0.23% among 290,000; AID 1700; inhibition, % at 5 µM; DLD-1 KLF5 promoter-luciferase reporter, luminescence;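 active means inhibition above a per-plate limit of that plate's mean compound inhibition plus 3 SD, cut at about 60% in these data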;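 further: 0% = DMSO wells and 100% = LY294002 at 200 µM; higher means less KLF5 promoter-driven luciferase light; inactives centre near -14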
aSyn 5UTR inh: 5' untranslated region of α-synuclein, MLPCN primary screen; alpha-synuclein 5'UTR reporter, inhibitor activity; inhibition, % (tested at 7.5 µM); hit rate 0.82% among 300,000; AID 1813; in the data active means inhibition above about 60%;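 further: H4 neuroglioblastoma cells stably carrying SNCA 5'UTR luciferase fusion; 0% = DMSO wells and 100% = positive control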
HSF-1 act: increases HSF-1 driven luciferase reporter signal. NIH3T3-HGL HSF-1 luciferase reporter, MG132, 8 h; 100% = twice DMSO control signal. activation, % at 9 µM. hit rate 1.7% among 300,000. AID 504408;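 active means mean replicate activation of at least 50% with a set share of replicates each reaching 50%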;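 further: 0% = median of the neutral control wells and 100% = twice that signal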
HSF1 inhib: HSF1 inhibition; NIH3T3-HGL HSE-luciferase, MG132-induced, luminescence 8 h; hits give low values; activity change, negative = inhibition, % at 7.5 µM (by protocol); hit rate 0.77% among 300,000; AID 2098;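 active means more than half of replicate wells show activity change below -50%, luminescence cut by over half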;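 further: luciferase reports HSF-1 transcriptional activity via heat shock element; 0% = median of DMSO wells and -100% = zero luminescence signal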
Numbers without * were called inactive; x = no result given.

SMILES | IEC-6 tox | HIF activator | AI-2 QS mod | GSK3A inh | HSP90 inh | GSK3beta inhib | KLF5 inh | aSyn 5UTR inh | HSF-1 act | HSF1 inhib
COC(=O)C1=C(C)N(CCCC(=O)O)C(=O)NC1c1cccc2ccccc12 (stereo unspecified) | x | 0.0 | 12 | 0 | x | 1 | x | -14 | -18 | -19
Cc1cc(=O)oc(C)c1C(=O)NCC1COc2ccccc2O1 (stereo unspecified) | -6 | 0.0 | -1 | 3 | -1 | 0 | 6 | 5 | 15 | 9
CCOc1ccc(S(=O)(=O)NCc2ccccc2OC)cc1 | 6 | 0.0 | -2 | 1 | -2 | 3 | -29 | -6 | 16 | 1
O=C(Nc1ccc(F)cc1)NC1(C(=O)NCc2ccc3c(c2)OCO3)CCCCC1 | -5 | -0.7 | 1 | 0 | 1 | 2 | -22 | -7 | 15 | 1
Cc1noc(C)c1COc1ccc(C(=O)OCc2nnc(-c3ccc(Cl)cc3)o2)cc1 | -3 | -0.4 | 15 | 1 | 7 | 2 | -15 | -6 | 1 | 5
O=c1[nH]c(C(F)(F)F)nc2c1nnn2Cc1ccccc1F | -5 | 0.3 | 27 | 2 | -2 | 3 | -11 | -6 | 14 | -5
Nc1ccc(N2CCN(CCCCN3C(=O)C4CCCN4C3=O)CC2)cc1 (stereo unspecified) | -6 | x | 14 | 3 | 0 | 0 | -24 | -12 | -6 | -2
O=C(NC(=S)Nc1cccc(Cl)c1N1CCCC1)c1ccc(-c2cccc([N+](=O)[O-])c2)o1 | 0 | -0.1 | 22 | -1 | -9 | 0 | -40 | -63 | 10 | 4
Cc1nc2c3ccccc3n(CCN3CCCCC3)c2s1 | 0 | 0.0 | 17 | -1 | -6 | 1 | -21 | 23 | -35 | -17
COc1ccc(-c2cc(-c3ccc(Cl)cc3)c(C#N)c(SCC(=O)O)n2)cc1 | -2 | 3.2 | -5 | -2 | 2 | -3 | -24 | -6 | 7 | -2
CCCCCC(=O)Nc1ccc(-c2csc(N)n2)cc1 | 9 | -0.3 | 13 | -1 | 0 | 4 | -49 | -11 | 14 | 0
COC(=O)CC1Sc2ccccc2NC1=O (stereo unspecified) | -2 | -0.7 | 6 | 4 | -1 | -4 | 13 | -14 | -22 | 5
COc1ccc(Oc2cc(F)nc(N)n2)cc1 | 1 | -0.3 | 22 | -1 | -2 | 2 | -9 | -2 | -3 | -4
Cc1ccc(Cl)cc1N1CCN(C(=O)Cn2ccc3ccccc3c2=O)CC1 | 2 | -1.1 | 16 | -1 | 1 | 3 | 1 | 2 | 18 | 4
C/C(=N\NC(=O)c1ccco1)c1ccc(NC(=O)c2ccccc2)cc1 | -7 | 2.4 | 11 | -1 | -1 | 0 | -87 | -126 | 94* | 47

Looked up above.
Entry of COc1ccc(-c2cc(-c3ccc(Cl)cc3)c(C#N)c(SCC(=O)O)n2)cc1 in GSK3A inh: -2
Entry of Nc1ccc(N2CCN(CCCCN3C(=O)C4CCCN4C3=O)CC2)cc1 (stereo unspecified) in HSP90 inh: 0

(further entries)
SMILES | IEC-6 tox | HIF activator | AI-2 QS mod | GSK3A inh | HSP90 inh | GSK3beta inhib | KLF5 inh | aSyn 5UTR inh | HSF-1 act | HSF1 inhib
COc1ccc(-n2nc(C(=O)NCC(=O)NCc3cccc(F)c3)c3ccccc3c2=O)cc1Cl | 10 | -0.1 | 12 | -3 | 1 | 0 | -10 | -10 | 37 | 18
Cc1ccc(S(=O)(=O)Cc2ccc(C(=O)N3CCN(c4ccccn4)CC3)o2)cc1 | 1 | x | 19 | 0 | -1 | -2 | -33 | 4 | -2 | -2
O=C(OC(C(=O)NC1CCCC1)c1ccc(F)cc1)c1ccno1 (stereo unspecified) | -6 | 0.0 | 11 | -1 | -2 | 1 | -11 | 11 | -18 | -3
O=C(NCC(=O)N(c1ccc2c(c1)OCO2)C(C(=O)NC1CCCC1)c1ccncc1)c1ccco1 (stereo unspecified) | 2 | -0.5 | 15 | 0 | -1 | 2 | -16 | 11 | -3 | 0
CS(=O)(=O)c1ccc(Cl)c(NC(=O)COC(=O)CNC(=O)c2ccc3ccccc3c2)c1 | x | 0.2 | 11 | -1 | x | 0 | x | -1 | -8 | 2
CCn1c2ccccc2c2cc(NS(=O)(=O)c3ccccc3C)ccc21 | 16 | 3.9 | 10 | -3 | 5 | 2 | -30 | -6 | 16 | -1
Cc1ccc(C)c(-n2[nH]c3c4c(ccc3c2=O)C(=O)c2ccccc2C4=O)c1 | 4 | -0.8 | -6 | -1 | 3 | 1 | -16 | 19 | 11 | 3
CCOCCCn1c(=S)[nH]c2cc(C(=O)NCCN(CC)CC)ccc2c1=O | -3 | 0.5 | 19 | 2 | -3 | -4 | -41 | 17 | 1 | 4
CC1CCC2(CC1)NC(=O)N(CC(=O)c1cccn1C)C2=O (stereo unspecified) | 0 | 2.1 | 3 | -2 | -1 | 3 | 8 | -9 | 7 | 3
CC1CCCCC1NC(=O)COC(=O)c1ccccn1 (stereo unspecified) | 2 | 0.1 | 8 | -1 | 2 | 4 | -39 | 7 | -7 | 0
O=C(CN1C(=O)COc2ccccc21)Nc1ccc(F)cc1 | 6 | 2.7 | 17 | -1 | -5 | -1 | -125 | -126 | 23 | 16
Cc1ccccc1C[n+]1cccc2ccccc21 | x | -0.7 | 13 | -1 | x | -1 | x | -19 | -7 | -2
Cc1ccc(Nc2nnns2)cc1 | -1 | 0.8 | 13 | -50 | -1 | -3 | -14 | 4 | 0 | 7
CCOCCCNC(=O)c1cc2c(=O)n3cccc(C)c3nc2s1 | -1 | -0.5 | 7 | -2 | -2 | -1 | -38 | 12 | 12 | -3
O=C(Nc1ccc(CN2CCOCC2)cc1)c1ccc(-c2ccc(Cl)cc2Cl)o1 | 5 | 0.9 | 31 | -1 | 4 | 2 | -2 | -24 | -4 | 4
COc1ccccc1C(=O)OCC(=O)NC(C)CCc1ccccc1 (stereo unspecified) | -1 | 0.5 | -4 | 0 | 0 | 0 | -38 | 6 | 3 | 1
COC(=O)c1sccc1-c1ccc(C(N)=O)o1 | -10 | -0.2 | -14 | 29 | -2 | -5 | -23 | 22 | -9 | 0
Cn1c(CSCc2ccc(F)cc2)nnc1SCC(=O)Nc1cccc(C(=O)O)c1 | -2 | 0.1 | 10 | -1 | 4 | 4 | -2 | 10 | -19 | -7
CN(c1nc2nonc2nc1NC1CC1)C1CCOC1 (stereo unspecified) | -6 | -0.8 | 10 | -2 | -3 | 4 | 4 | 2 | 3 | -1
COc1ccc(-c2cnc(N)nc2-c2ccc(OCc3ccccc3)cc2O)cc1 | -6 | -0.6 | 6 | x | 5 | 2 | 3 | -1 | 9 | -1
COC(=O)c1c(C(=O)OC)c2cc(C(=O)c3ccccc3)ccn2c1Cl | -2 | -0.4 | 11 | 3 | 1 | -2 | -36 | -25 | 21 | 15
O=C(c1ccccc1NS(=O)(=O)c1ccc(Cl)cc1)N1CCc2ccccc21 | -7 | -0.2 | 4 | -2 | 0 | -2 | 2 | 1 | -2 | -1
CCOC(=O)C(=O)Nc1cccc(C(=O)OCC)c1 | 6 | -0.2 | 28 | -5 | -2 | -4 | -38 | 9 | -11 | -6
O=[N+]([O-])c1ccc(OCC(O)CN(CCO)CCO)cc1 (stereo unspecified) | -6 | 0.1 | 11 | -2 | -3 | 4 | -12 | 5 | 6 | 0
COc1ccc(C(=O)C2CCN(C(=O)Nc3ccc(C)cc3)CC2)cc1 | -3 | 0.8 | 22 | 0 | -6 | 1 | -10 | -2 | 10 | 7
C=CCOc1ccc2oc(=O)cc(C)c2c1 | -13 | 0.2 | 19 | -1 | 1 | 0 | -1 | 11 | 0 | -5
COC(=O)Cn1c(=NC(=O)c2ccc(S(=O)(=O)N3CCOCC3)cc2)sc2cc(S(N)(=O)=O)ccc21 | -8 | -0.1 | 15 | 0 | 1 | 0 | -46 | -16 | -1 | -2
CCC(Sc1ccccn1)C(=O)Nc1nnc(C)s1 (stereo unspecified) | 8 | 0.7 | 5 | 2 | 2 | -14 | 9 | 6 | -21 | -6
CCN(CC)C(=O)CSc1nc2ccc(NC(=O)CSc3nnc(COc4ccccc4C)n3C)cc2s1 | 0 | -0.7 | 22 | x | 0 | 2 | 0 | 18 | 11 | 8
COc1ccc(S(=O)(=O)N2CCCCC2)cc1NC(=O)CCNC(=O)c1ccc(Br)cc1 | x | -0.8 | 2 | 0 | x | -2 | x | -5 | -2 | 5
COC(=O)C1=C(N)Oc2cc(C)[nH]c(=O)c2C1c1cccnc1 (stereo unspecified) | -2 | -0.5 | 13 | -4 | 0 | -1 | 13 | -5 | -7 | -6
COC(=O)c1cc2sc(Cl)cc2n1CC(=O)NCC1CCCO1 (stereo unspecified) | -3 | 0.2 | -4 | 0 | -2 | 1 | -20 | -11 | 23 | 11
COc1cc(/C=C/C(=O)O)cc(S(=O)(=O)Nc2cccc(S(=O)(=O)N3CCOCC3)c2)c1OC | 3 | -0.1 | 5 | -2 | 5 | 1 | -23 | -2 | -5 | 2
O=C(CNC(=O)c1ccccc1F)c1ccccc1 | 2 | -0.2 | 10 | 6 | 9 | 2 | -92 | -93 | 47 | 26
Cc1nc2ccccn2c1C(=O)NN | 1 | -0.2 | 3 | -1 | 1 | -5 | 2 | -11 | 1 | -3
Nc1cc(C(=O)c2ccccc2)ccc1[N+](=O)[O-] | 7 | -0.1 | 23 | 1 | 1 | -3 | -20 | 4 | 8 | 6
CNc1ccc(S(=O)(=O)NCC(=O)OCC(=O)Nc2cccc(Cl)c2Cl)cc1[N+](=O)[O-] | -6 | 1.9 | 11 | 0 | 1 | 2 | -37 | 13 | 1 | -2
CN(C)C(=O)C(=O)c1cccn1-c1ccccc1C#N | -4 | -31 | 2 | -2 | 2 | -1 | -12 | -8 | 6 | 0
O=[N+]([O-])c1ccccc1S(=O)(=O)n1cnc2ccccc21 | -1 | -0.5 | 23 | 1 | 0 | 1 | -3 | -28 | 3 | 0
C/C(=N\NC(=O)c1ccc(Br)cc1)C1C(=O)c2ccccc2C1=O | 4 | 0.1 | 7 | 1 | -1 | -28 | -17 | -33 | -2 | 9
Cc1cccc(OCCNC(=S)NC(=O)c2cccnc2)c1 | -3 | 0.4 | 14 | 0 | -3 | -5 | -32 | 11 | -4 | 4
Clc1ccc(CN2CCN(c3ncccn3)CC2)c(Cl)c1 | 1 | 1.0 | 13 | 0 | 0 | 3 | -40 | 2 | 0 | -4
Cc1cc(=O)n2[nH]c(-c3ccco3)nc2n1 | 0 | -0.5 | 20 | -5 | 2 | 2 | -39 | 5 | 5 | -3
Cc1ccc(/C=N/NC(=O)Cn2cncn2)cc1 | 1 | 0.1 | 32 | 0 | 0 | 4 | -44 | 13 | -4 | -3
Oc1ccc(-c2c(-c3ccsc3)sc3ccccc23)cc1 | 3 | -1.2 | 4 | -3 | -1 | 1 | -9 | 22 | 0 | 4
CSc1ccccc1NC(=O)Cn1c([N+](=O)[O-])cnc1C | -2 | 0.2 | 10 | -1 | -1 | 7 | -27 | -9 | 1 | -9

Screening data as filed in PubChem.
